D1 agonist: human D1 receptor agonism | P21728 | HEK293 T-REx D1 cells, calcium flux, agonist mode | activation, % at 2 µM | 360,000 compounds, 1% hits | AID 504660; in the data active = activation above about 30%; also: 0% is about no effect
Target sequence (P21728 whole entry, looked up): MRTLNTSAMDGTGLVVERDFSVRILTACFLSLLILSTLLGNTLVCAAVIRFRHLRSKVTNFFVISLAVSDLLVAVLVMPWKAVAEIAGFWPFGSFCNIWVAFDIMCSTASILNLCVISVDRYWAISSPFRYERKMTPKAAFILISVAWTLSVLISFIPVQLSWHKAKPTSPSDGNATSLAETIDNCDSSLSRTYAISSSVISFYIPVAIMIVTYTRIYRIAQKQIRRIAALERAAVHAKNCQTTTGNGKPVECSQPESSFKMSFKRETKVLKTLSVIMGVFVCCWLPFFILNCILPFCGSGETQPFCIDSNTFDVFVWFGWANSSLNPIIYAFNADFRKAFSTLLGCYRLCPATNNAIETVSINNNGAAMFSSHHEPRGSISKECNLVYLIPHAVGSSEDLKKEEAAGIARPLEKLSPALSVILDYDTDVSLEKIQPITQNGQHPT
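Agonism was scored from calcium flux recorded over 180 s (1 read/s) after pintool compound addition, following a 10-cycle baseline. Cells were inducible force-coupled HEK293 TREx D1, plated overnight at 30 C and loaded with no-wash calcium dye.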
RXFP1 antag: RXFP1 (human) relaxin receptor antagonism; AID 1259400; 350,000 compounds, 0.59% hits; HEK293-RXFP1, relaxin-stimulated cAMP HTRF, 30 min; hits give low values; Q9HBX9; activity change, negative = inhibition, % at 57.5 µM;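 active = activity change of -60% or lower, but not beyond a set lower limit; inconclusive = change between -60% and -40%, or beyond the set limit; inactive = change above -40%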; also: % is scaled to controls: 0 for no effect and ±100 for the full control effect
TRHR agonist: TRH receptor (human) agonism | P34981 | TRHR cells, calcium flux fluo-8, FDSS agonist mode | activation, % at 2 µM | 360,000 compounds, 0.18% hits; in the data active = activation above about 30%; also: 0% is about no effect
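Read-out: compound-evoked intracellular calcium rise in TRHR cells, fluo-8 dye, kinetic FDSS fluorescence at 1 s/cycle following a 10-cycle baseline. Cells cultured overnight before dye loading (30 min–1.5 h, RT).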
D1 antag: blocks dopamine activation of the human D1 receptor; HEK293 TREx D1 cells, calcium flux, dopamine EC80; hits give low values; P21728; activity change, negative = inhibition, % at 10 µM; 360,000 compounds, 3.2% hits; in the data active = activity change below about -30%; also: % is scaled to controls: 0 for no effect and ±100 for the full control effect
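Using tetracycline-induced force-coupled D1 Hek293 cells and a calcium dye, signals were followed for 180 s after compound, then for 180 s after EC80 dopamine, to detect inhibitors.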
D1 PAM: potentiators of human D1 dopamine receptor; P21728; HEK293 TREx D1 cells, calcium flux, dopamine EC20 potentiation; potentiation, % at 10 µM; 360,000 compounds, 0.036% hits; AID 504651; in the data active = potentiation above about 30%; also: 0% is about no effect
D2 PAM: positive allosteric modulators of human D2 dopamine receptor; HEK293 T-REx D2, calcium flux, EC20 dopamine potentiation; P14416; 340,000 compounds, 0.34% hits; potentiation, % at 10 µM;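 active = potentiation over 3 SD above the plate norm, cut at about 30% in these data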; also: 0% is about no effect
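Using a no-wash calcium dye in inducible, force-coupled HEK293 Trex cells expressing D2, we tracked fluorescence each second for 180 s after compound, then for 180 s after EC20 dopamine to detect augmented signalling.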
TRHR PAM: allosterically enhances the human TRH receptor. enhancement, % at 2 µM. P34981. AID 493056. 360,000 compounds, 0.66% hits. TRHR cells, fluo-8 calcium fluorescence, EC20 TRH enhancement; in the data active = enhancement above about 30%; also: 0% is about no effect
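TRHR-expressing cells loaded with fluo-8 calcium dye were read kinetically (ex 480/em 530) during compound addition, then stimulated with an EC20 of TRH (10 nM final). Enhancement of the Gq-mediated intracellular calcium response was scored.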
Apoferritin bind: candidate novel general anesthetic via apoferritin binding; 350,000 compounds, 0.074% hits; P02791; Potency, µM (series often up to 77.5 µM), for inactives: at the highest dose activity change, negative = displacement, actives largely listed as inhibitors; apoferritin/1-aminoanthracene competitive binding, fluorescence; also: potency is read from the fitted curve at half-maximal effect; % is scaled to controls: 0 for no effect and ±100 for the full control effect; nearly all actives have a fitted effect of over 20% in size
Target sequence (P02791 2-175 limits assumed): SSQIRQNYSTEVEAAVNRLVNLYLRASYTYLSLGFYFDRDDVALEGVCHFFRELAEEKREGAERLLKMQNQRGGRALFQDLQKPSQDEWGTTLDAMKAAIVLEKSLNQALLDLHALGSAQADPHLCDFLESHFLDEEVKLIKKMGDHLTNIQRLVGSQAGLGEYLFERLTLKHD
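Probe: 1-aminoanthracene (50% saturated, PBS). Protein: horse-spleen apoferritin, 10 uM. Incubation: 10 min, room temperature. Detection: 380 nm excitation, 535 nm emission. Analysis: normalized response, four-parameter Hill.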
RXFP1 agonist: RXFP1 (human) receptor agonism | Q9HBX9 | 370,000 compounds, 0.3% hits | HEK293T-RXFP1 cAMP TR-FRET, 30 min; response scale: percent of porcine relaxin response, buffer zero | Potency, µM (top dose mostly 57.5 µM), for inactives: top-dose activation, usual class: activators; also: potency is read from the fitted curve at half-maximal effect; % is scaled to controls: 0 for no effect and ±100 for the full control effect; nearly all actives have a fitted effect of over 60% in size; many of its hits are not listed in these tables
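Agonist response is measured as cAMP accumulation in an RXFP1-transfected HEK293T line under PDE4 inhibition. Values are scaled between buffer-only and 29 nM porcine relaxin, and EC50s come from standard Hill equation fits.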
Starred values were filed as active, the others as inactive; ? = inconclusive; / = no result given. Unless noted, calls follow the shape of the dose curve; as a rule, active = well fitted curve in the direction sought with a large enough effect; inconclusive = small, poorly fitted or top-dose-only effect, or another doubt; inactive = no such curve, though single readings can be large; an effect the other way counts as inactive or inconclusive. Only part of the results is shown; count on the stated rates, not on these rows.

SMILES	D1 agonist	RXFP1 antag	TRHR agonist	D1 antag	D1 PAM	D2 PAM	TRHR PAM	Apoferritin bind	RXFP1 agonist
CCOC(=O)c1cc(NC(=O)c2ccco2)ccc1N1CCOCC1	4	-18	0.0	6	-2	-6	3	-2%	5.9%
COc1ccc(C2/C(=C(\O)c3ccc4c(c3)CC(C)O4)C(=O)C(=O)N2Cc2cccnc2)c(OC)c1 (stereo not drawn)	5	-1	-0.2	-3	-1	1	5	-23%	?
CC(=O)Nc1ccc(S(=O)(=O)N2CCN(c3cc(C)nc4ncnn34)CC2)cc1	2	-10	1.1	-4	-3	11	5	-5%	10%
COc1cccc(C=Nc2cccnc2)c1O	4	/	-0.1	-2	2	-1	2	-14%	-2.3%
CNc1nc(-c2ccccc2)cc(-c2ccccc2)n1	4	-24	0.0	9	2	-9	1	0%	1.1%
COc1ccc(CN2CNc3nc4ccccc4n3C2)cc1	3	-8	0.0	13	-4	16	-2	-17%	0.5%
O=S(=O)(c1ccc(Br)cc1)N1CCn2c(nc3ccccc32)C1	2	3	-0.3	-5	1	4	0	-6%	0.6%
COc1ccc(NC(=O)CN(C)C(=O)c2cc(-c3ccc(OC)cc3)nc3ccccc23)cc1	0	5	0.0	14	2	2	10	/	0.2%
O=C(c1ccco1)N1CCN(c2cc(=O)n(C3CCCCC3)c(=O)[nH]2)CC1	1	-3	0.1	12	3	-3	-9	-7%	0.0%
Cc1c(CC(=O)O)c(=O)oc2cc(OCc3ccc(Cl)cc3)ccc12	10	-15	0.8	-5	2	-11	2	-6%	0.9%
CC(C)CCNC(=O)C1CC(=O)N(CCc2ccccc2)C1 (stereo not drawn)	1	0	0.2	3	1	-1	-2	-2%	2.8%
Cc1cc(C)c([N+](=O)[O-])cc1-c1ccc(/C=N/c2c(-c3ccco3)nc3ccccn23)o1	2	2	1.5	-50*	1	-3	-1	-3%	2.5%
COc1ccc(F)cc1S(=O)(=O)N1CCCCC1	1	7	-0.7	1	3	1	4	-10%	0.0%
NCCCC[C@H](NC(=O)C1CCNCC1)c1nnc(CN)o1	-4	/	-0.1	17	2	-1	-1	-3%	1.3%
COc1ccc(OCCOC(=O)c2ccc(F)c(S(=O)(=O)N3CCOCC3)c2)cc1	14	8	-0.5	-64*	-7	3	-1	/	0.8%
CCOC(=O)C1CCCN(C(=O)c2cccc(S(=O)(=O)N3CCCC3)c2)C1 (stereo not drawn)	3	2	0.1	6	-6	7	-2	/	0.7%
Cc1c(Cl)c([N+](=O)[O-])nn1CC(=O)NC(C)c1ccccc1 (stereo not drawn)	5	6	-0.1	2	-6	1	4	-11%	-3.4%
Cc1nc(N2CCN(C)CC2)c2sc(=S)n(C)c2n1	4	/	0.0	15	/	14	-1	0%	1.3%
CCNC(=S)Nc1cccc(F)c1C	3	-8	-0.3	-15	-6	3	9	-4%	1.2%
Cc1ccccc1NC(=O)Cc1nc(COC(=O)CCc2ccccc2)cs1	3	3	1.0	-1	/	4	0	/	1.9%
O=C(CSc1nc2ccccc2o1)N/N=C/c1ccccc1	8	-22	-0.8	-25	-11	-4	-4	-13%	6.0%
Cn1c(SCc2cc(=O)[nH]c3ccccc23)nnc1-c1ccco1	1	-11	0.1	-8	2	11	13	-12%	-0.1%
CNC(=O)c1cc(C(=O)c2ccc(F)cc2C(F)(F)F)c[nH]1	10	1	0.4	-7	-6	-2	-9	-4%	2.1%
COCc1cc(Sc2ccc(Cl)cc2Cl)nc(-c2ccccc2)n1	2	-3	0.5	28	2	/	4	-10%	2.1%
FC(F)(F)c1cc(-c2ccco2)nc(-n2cnc3ccccc32)n1	2	-9	-0.1	5	-5	6	-4	-13%	3.4%

5 compounds out of the list above, arranged by the value under TRHR agonist, descending.
canonical_smiles | D1 agonist | RXFP1 antag | TRHR agonist | D1 antag | D1 PAM | D2 PAM | TRHR PAM | RXFP1 agonist
CC(C)CCNC(=O)C1CC(=O)N(CCc2ccccc2)C1 (stereo not drawn) | 1 | 0 | 0.2 | 3 | 1 | -1 | -2 | 2.8%
CCOC(=O)C1CCCN(C(=O)c2cccc(S(=O)(=O)N3CCCC3)c2)C1 (stereo not drawn) | 3 | 2 | 0.1 | 6 | -6 | 7 | -2 | 0.7%
COc1cccc(C=Nc2cccnc2)c1O | 4 | / | -0.1 | -2 | 2 | -1 | 2 | -2.3%
COc1ccc(F)cc1S(=O)(=O)N1CCCCC1 | 1 | 7 | -0.7 | 1 | 3 | 1 | 4 | 0.0%
O=C(CSc1nc2ccccc2o1)N/N=C/c1ccccc1 | 8 | -22 | -0.8 | -25 | -11 | -4 | -4 | 6.0%

2 entries from above, with values under each structure.
Order of results: D1 agonist, RXFP1 antag, TRHR agonist, D1 antag, D1 PAM, D2 PAM, TRHR PAM, Apoferritin bind, RXFP1 agonist
O=C(CSc1nc2ccccc2o1)N/N=C/c1ccccc1
 : 8, -22, -0.8, -25, -11, -4, -4, -13%, 6.0%
Cc1cc(C)c([N+](=O)[O-])cc1-c1ccc(/C=N/c2c(-c3ccco3)nc3ccccn23)o1
 : 2, 2, 1.5, -50*, 1, -3, -1, -3%, 2.5%

(listing goes on)
SMILES	D1 agonist	RXFP1 antag	TRHR agonist	D1 antag	D1 PAM	D2 PAM	TRHR PAM	Apoferritin bind	RXFP1 agonist
CCCCC(=O)OCC(=O)Nc1ccc(OC(F)F)cc1	3	5	-0.7	-8	-8	12	8	-12%	-0.2%
C/C(=N\Nc1cccc([N+](=O)[O-])c1)c1cc2ccccc2o1	3	4	0.5	2	-3	8	1	-20%	-1.8%
COc1ccc(C(=O)Nc2ccc(Oc3nc(C)nc4sc(-c5ccccc5)cc34)cc2)cc1OC	2	-3	0.7	2	-2	-7	1	6%	0.6%
O=C(N/N=C\c1ccc(-c2ccc(Cl)c(Cl)c2)o1)C(=O)N1CCCC1	0	-10	0.1	-3	-5	1	-5	-8%	-0.9%
CCN(CC)c1ccc(NC(=O)c2ccccc2Br)cc1S(=O)(=O)Nc1ccccc1OC	5	-8	0.9	2	4	19	-2	-1%	1.9%
O=C(Cc1csc2ccccc12)NCc1ccc(F)cc1	-3	-9	-1.6	-15	-1	-2	-4	-9%	-2.1%
COc1ccc(C(=O)Nc2ccccc2C(=O)N/N=C/c2ccccc2OC)cc1	2	-3	1.2	-8	-7	2	12	2%	0.4%
CSc1cccc(NC(=O)Nc2ccccc2OCc2cc(=O)n3cc(C)ccc3n2)c1	0	-28	0.1	-6	-2	/	-3	-14%	7.1%
Cc1cccc(Nc2nc(-c3ccc(F)c(C)c3)cs2)n1	2	-1	-2.6	1	7	-10	5	4%	-2.6%
Cc1ccc(C(=O)c2c(C)oc3c2C(=O)C(=O)c2ccccc2-3)cc1	4	-36	-1.4	3	0	1	-3	?	2.0%
CN1CCN(C(=O)CNc2ccc(C(F)(F)F)cc2[N+](=O)[O-])CC1	2	2	0.2	-6	-4	-2	9	-5%	-1.9%
CC1(C)CC(CC(=O)Nc2ccc([N+](=O)[O-])cc2)C(=O)O1 (stereo not drawn)	0	12	0.3	-7	1	-8	11	-11%	0.2%
CCn1cc(C(=O)O)c(=O)c2cnc(N3CCN(C(=S)Nc4ccccc4Cl)CC3)nc21	1	-4	-0.2	10	1	1	1	-1%	2.9%
CCn1c(SCC(=O)Nc2ccc(S(=O)(=O)Nc3ccccn3)cc2)nnc1-c1ccncc1	3	0	0.6	1	-7	3	-10	-2%	0.7%
Cc1ccc(C)c(NC(=O)COC(=O)CNC(=O)c2ccccc2Cl)c1	-1	1	-0.7	/	-6	-2	0	-21%	-0.9%
O=C(COc1ccccc1)N1CCN(c2ncccn2)CC1	4	-6	-3.8	-8	-5	2	-4	1%	1.7%
CC(C)[C@H](NC(=O)c1ccccc1)C(=O)OCC(=O)NCCC1=CCCCC1	0	-10	-0.2	13	0	-2	6	-19%	-0.2%
CCC(=O)Nc1sc2c(c1C(=O)Nc1ccc(OC)cc1)CCC(C(C)(C)C)C2 (stereo not drawn)	-2	-6	-0.2	8	2	-10	0	1%	0.7%
CCOc1ccc(S(=O)(=O)NC(C)C(=O)NCc2ccc3c(c2)OCO3)cc1 (stereo not drawn)	0	-5	-0.5	5	1	0	-9	4%	-0.5%
Cc1sc2nc(COC(=O)CNC(=O)c3ccc(C(C)(C)C)cc3)[nH]c(=O)c2c1C	4	-8	0.1	7	-2	-6	-2	-15%	0.2%
CC(C)(c1ccccc1)c1ccc(OCCN2CCOCC2)cc1	4	7	-0.2	0	-7	1	5	6%	-1.9%
CN(Cc1ccccn1)C(=O)C1CCC(=O)N(CCc2ccc(Cl)cc2)C1 (stereo not drawn)	0	-13	0.1	-18	-1	-6	-1	3%	3.5%
Cc1ccc(NC(=O)Cn2cc(S(=O)(=O)Cc3ccc(F)cc3)c3ccccc32)cc1Cl	3	?	0.3	-6	8	0	0	-8%	4.3%

Part of the list above with just RXFP1 antag.
molecule,RXFP1 antag
COc1ccc(OCCOC(=O)c2ccc(F)c(S(=O)(=O)N3CCOCC3)c2)cc1,8
CC(C)(c1ccccc1)c1ccc(OCCN2CCOCC2)cc1,7
CC(=O)Nc1ccc(S(=O)(=O)N2CCN(c3cc(C)nc4ncnn34)CC2)cc1,-10
C/C(=N\Nc1cccc([N+](=O)[O-])c1)c1cc2ccccc2o1,4
Cc1ccccc1NC(=O)Cc1nc(COC(=O)CCc2ccccc2)cs1,3

Bioassay records: PubChem BioAssay, National Center for Advancing Translational Sciences (NCATS)
